Assay outcomes as filed in PubChem.
TDP1 inh: qHTS Assay for Inhibitors of Tyrosyl-DNA Phosphodiesterase (TDP1) | recombinant TDP1, AlphaScreen DNA substrate cleavage | Potency, µM (doses to about 130 µM), for the others: top-dose activity change, negative = inhibition, hits mostly inhibitors | hit rate 0.28% among 350,000; also: nearly all actives have a fitted effect of over 40% in size
Target sequence (Q9NUW8 whole entry, looked up): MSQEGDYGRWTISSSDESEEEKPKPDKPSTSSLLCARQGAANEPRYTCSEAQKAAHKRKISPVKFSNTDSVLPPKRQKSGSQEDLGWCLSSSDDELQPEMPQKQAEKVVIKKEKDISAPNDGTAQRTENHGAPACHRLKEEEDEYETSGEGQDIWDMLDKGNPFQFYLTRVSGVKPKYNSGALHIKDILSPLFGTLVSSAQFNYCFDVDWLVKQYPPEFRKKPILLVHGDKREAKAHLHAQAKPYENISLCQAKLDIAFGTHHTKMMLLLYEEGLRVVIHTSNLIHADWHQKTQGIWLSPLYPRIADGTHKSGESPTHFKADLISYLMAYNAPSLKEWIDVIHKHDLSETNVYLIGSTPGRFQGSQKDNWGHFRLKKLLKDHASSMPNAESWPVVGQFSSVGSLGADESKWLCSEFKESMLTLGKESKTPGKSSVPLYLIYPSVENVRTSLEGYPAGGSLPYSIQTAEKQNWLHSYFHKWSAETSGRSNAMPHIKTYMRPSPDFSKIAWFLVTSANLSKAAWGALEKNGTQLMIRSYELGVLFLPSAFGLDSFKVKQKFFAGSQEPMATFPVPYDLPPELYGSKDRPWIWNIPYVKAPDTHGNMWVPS
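Here, a 5' biotin and 3' phosphotyrosine-FITC DNA oligonucleotide reports Tdp1 activity: intact substrate bridges AlphaScreen beads, while cleavage leaves a 3' phosphate and drops signal. All incubations at room temperature.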
N370S GC: qHTS Assay for Inhibitors and Activators of N370S glucocerebrosidase as a Potential Chaperone Treatment of Gaucher Disease; N370S GC spleen homogenate, 4MU-glucoside fluorescence; Potency, µM (doses to about 59.4 µM), inactives show top-dose activity change, negative = inhibition, usual class: inhibitors; hit rate 0.092% among 330,000; AID 2101, 2009;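 also: 0% = full enzyme activity and -100% = no enzyme basal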
TDP1 cell noCPT: qHTS for Inhibitors of human tyrosyl-DNA phosphodiesterase 1 (TDP1): qHTS in cells in absence of CPT; AID 686978, 2013; DT40 Tdp1-/- hTDP1 cells, no CPT, ATP luminescence, 48 h; hit rate 15% among 420,000; Potency, µM (top dose mostly 46.2 µM), inactives show at the highest dose activity change, negative = growth inhibition, usual class: inhibitors; also: nearly all actives have a fitted effect of over 55% in size
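A cellular qHTS used chicken DT40 cells lacking endogenous Tdp1 but carrying stably transfected human TDP1. Compounds were applied without camptothecin, and cell growth kinetics were judged by ATP-dependent luminescence after ≥48 hr.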
* marks the source's active call; other numbers are inactive results; ? = inconclusive; . = not tested or not shown; & = joins results of further samples; [ ] = dose if it differs, or a comment. Calls follow the shape of the dose curve; as a rule, active = well fitted curve in the direction sought with a large enough effect; inconclusive = small, poorly fitted or top-dose-only effect, or another doubt; inactive = no such curve, though single readings can be large; an effect the other way counts as inactive or inconclusive. Unless noted, % is scaled to controls: 0 for no effect and ±100 for the full control effect; potency is read from the fitted curve at half-maximal effect. These rows are one share of the data; rates above refer to the full screens.

Second line of a record – TDP1 inh | N370S GC | TDP1 cell noCPT
Cc1ccc(NC(=O)CCNS(=O)(=O)c2ccc3[nH]c(=O)oc3c2)cc1F
  -2% | -25% | -2%
Nc1ncnc(SCc2c(F)cccc2Cl)n1
  6% | 23% | -14%
CCCS(=O)(=O)c1nc(S(=O)(=O)c2ccc(C)cc2)c(N2CCCC(C)C2)s1 (stereo not given)
  -2% | 27% | ?
CCOC(=O)c1ccc(NC(=O)Nc2ccc(OC)c(OC)c2)cc1
  6% | 0% | ?
CCn1cc(/C=C(\NC(=O)c2cc(OC)c(OC)c(OC)c2)C(=O)NCCCN2CCOCC2)c2ccccc21
  4% | -18% | 0%
Cn1c(=O)c2c(nc(N3CCNCC3)n2Cc2ccccc2Cl)n(C)c1=O
  9% | 10% | -24%
CCC(=O)Nc1ccc2oc(-c3cccc(C)c3)nc2c1
  2% | 29% | 5.8µM*
O=S(=O)(/N=C(/Sc1ccccc1)c1ccccc1)c1ccccc1
  8% | 2% | 15µM*
CCN(CC)C(=O)N1CCN(C(=O)N(CC)CC)CC1
  5% | -5% | -1%
COc1ccc(S(=O)(=O)Cc2ccc(C(=O)N3CCN(c4cccc(C)c4)C(C)C3)o2)cc1 (stereo not given)
  8% | 9% | 5.2µM*
CC1=C/C(=C/N(C)c2ccccc2)C(=O)S1
  . | -2% | 26µM*
COCCNC(=O)Cn1cc2c(n1)CCCCC2
  1% | 6% | 0%
CCCc1ccc(OCc2ccc(C(=O)NN)o2)c(OC)c1
  . | 2% | 23µM*
O=C(Nc1cccc(S(=O)(=O)NC2=NCCC2)c1)C1CCC1
  3% | 2% | -8%
C[C@H](CO)NC(=O)[C@H]1C[C@@H]1[C@H](NP(=O)(c1ccccc1)c1ccccc1)c1ccccc1
  2% | 2% | .
Cc1ccc(-n2nnnc2CNC(=O)c2ccccc2F)cc1C
  8% | . | -12%
O=C(COC(=O)/C=C/c1ccccc1Cl)NCCNC(=O)COC(=O)/C=C/c1ccccc1Cl
  2%[56.1 µM] | -10% | -14%
O=C(NCc1ccccc1)c1ccc(Oc2ccc(C(=O)NCc3ccccc3)cc2)cc1
  5% | 0% | 16µM*
CCC(C)c1ccccc1N1CC(C(=O)N2CCN(S(=O)(=O)c3ccc(F)cc3)CC2)CC1=O (stereo not given)
  2% | -13% | -25%
COc1ccc(OC)c(C2=NOC(C(=O)N3CCN(c4ccccc4)CC3)C2)c1 (stereo not given)
  4% | 7% | ?
CSc1cccc(NC(=O)C(C)NS(=O)(=O)c2ccc(F)cc2)c1 (stereo not given)
  0% | -18% | -10%
COCCNc1ncnc2ccc(-c3ccc(C(=O)N(C)C)cc3)cc12
  . | 22% | -2%
COc1ccc(-c2nc(SCC(=O)Nc3ccccc3)c(-c3ccc(F)cc3)[nH]2)cc1OC
  2%[12.3 µM] | . | ?
COc1ccc(-c2nc3cc(NC(=O)COc4ccc(F)cc4)ccc3o2)cc1
  -1% | . | ?
O=S(=O)(/C=C/c1ccccc1)Nc1ccc2c(c1)OCO2
  7% | 6% | -2%
CCCn1c(SCC(=O)NC(=O)Nc2ccc(C)cc2C)n[nH]c1=O
  4% | 13%[2.35 µM] | 0%
CCc1ccccc1NC(=S)NCc1ccc2c(c1)OCO2
  5% | 3% | ?
Cc1ccc(C2=C/C(=C\c3cccnc3)C(=O)O2)cc1
  3% | 1% | 2%
Cc1cccc(NC(=S)/N=C(\N)Nc2nc(C)c3ccc(C)cc3n2)c1
  7% | -26% | 12µM*
NCC(O)CN(c1ccccc1)c1ccccc1 (stereo not given)
  3% | -2% | -10%
CC(C)(C)NC(=O)CN(C(=O)CS(=O)CC(=O)Nc1ccc(F)cc1)c1cccc(F)c1 (stereo not given)
  -1% | 4% | -13%
CC(C)(C)CN1CCN(Cc2nc(-c3ccc(F)cc3)cs2)CC1CCO (stereo not given)
  . | 4% | 21µM*
Cc1ccc(C)c(Cn2c(C)c(CNCc3ccc(F)cc3)c(C(=O)O)c2C)c1
  3% | . | ?
CC(C)[C@H]1CC[C@@H](C)C(C(=O)c2ccccc2)C1=O (stereo not given in full)
  10% | 16% | 4%
c1ccc2c(c1)oc1c(NCCCn3ccnc3)ncnc12
  6% | -3% | -23%
CCOC(=O)Cc1c(C)nc2c(-c3ccccc3OC)c(C)nn2c1C
  4% | 9% | ?
c1ccc(-c2nnc3n2CCCC3)cc1
  4% | 22% | 3%
COc1ccc(NC(=O)/C(=C\c2ccc(F)cc2)NC(=O)c2ccco2)cc1
  0% | 4% | -24%
O=[N+]([O-])c1ccc(S(=O)(=O)Nc2cccc(-c3ccc(N4CCCC4)nn3)c2)cc1
  -8%[0.505 µM] | 3% | -15%
Cc1cccc(NC(=O)CNC(=O)CN2C(=O)NC3(CCCCC3C)C2=O)c1C (stereo not given)
  1% | -6% | 1%
COc1ccc(CCNC(=O)CCN2C(=O)[C@@H]3Cc4ccccc4CN3C2=O)cc1
  5% | -2% | 2%
Cc1cccc(OCC(=O)Nc2ccc(C(=O)O)cc2NC(=O)COc2cccc(C)c2)c1
  7% | -9% | -3%
COc1ccc(Br)cc1/C=N/NC(=O)CN1CCCCC1
  . | -10% | ?
CCN1c2ccccc2-c2nc3ccccc3n2C1c1ccncc1 (stereo not given)
  1% | -18% | ?
CCn1cc(C2=NC(C)CO2)c2ccccc21 (stereo not given)
  2% | 15% | -27%
CCCC(=O)NC(C)c1nc2ccccc2n1Cc1ccccc1 (stereo not given)
  0% | . | ?
NC(CSC12CC3CC(CC(C3)C1)C2)C(=O)O (stereo not given)
  2% | 6% | -1%
Nc1ncnc2c1ncn2C1CCCC1
  . | 0%&-2% | -2%
NC(=O)c1ccccc1NC(=O)/C=C/c1c(Cl)cccc1Cl
  -4% | -7% | 18µM*
CCCN1CCN(C(=O)Cn2cccc2C(=O)c2ccccc2)CC1
  -2% | 0% | -3%
COC(=O)C(Cc1ccc(O)cc1)NC(=O)c1ccccc1OC (stereo not given)
  -3% | 6% | -24%
c1ccc(CSc2nnc3ccc(-c4ccco4)nn23)nc1
  1% | -2% | 31%[activator]
COc1ccc(CCNC(=O)c2c(-c3ccccc3Cl)noc2C)cc1
  2% | 5% | ?
Cc1ccc(NC(=O)CN(C)C(C)C(=O)Nc2ccc(S(=O)(=O)N3CCCC3)cc2)cc1 (stereo not given)
  . | -8% | 23µM*
CCCS(=O)(=O)N1CC(=O)N(c2cccc(Cl)c2)C(C)(C(=O)NC2CCCCC2)C1 (stereo not given)
  7% | . | 1%
Cc1ccccc1Nc1oc(-c2ccccc2)nc1-c1ccccc1F
  4% | -9% | .
COc1ccc(OCC(=O)Nc2cccc3ncccc23)cc1
  1% | 4% | -19%
O=[N+]1C2=C(CCCC2)N([O-])C12CCCC2
  1% | 5%[2.35 µM] | -12%
CC(=O)N1CCCc2cc(S(=O)(=O)N3CCCC(C(=O)Nc4cc(Cl)ccc4C)C3)ccc21 (stereo not given)
  4% | . | ?
CC1=C(C)CC2(SC1)C(=O)N(c1ccccc1)N=C2N (stereo not given)
  8% | 14% | 21µM*

Reprinted at random: 2 records from the list, in no set order.
Second line of a record – TDP1 inh | N370S GC | TDP1 cell noCPT
COc1ccc(CCNC(=O)CCN2C(=O)[C@@H]3Cc4ccccc4CN3C2=O)cc1
  5% | -2% | 2%
CCN1c2ccccc2-c2nc3ccccc3n2C1c1ccncc1 (stereo not given)
  1% | -18% | ?

Profiles as entered above.
CC(C)[C@H]1CC[C@@H](C)C(C(=O)c2ccccc2)C1=O (stereo not given in full) as listed: TDP1 inh = 10%; N370S GC = 16%; TDP1 cell noCPT = 4%
CCn1cc(C2=NC(C)CO2)c2ccccc21 (stereo not given) as listed: TDP1 inh = 2%; N370S GC = 15%; TDP1 cell noCPT = -27%

(next part)
Second line of a record – TDP1 inh | N370S GC | TDP1 cell noCPT
Cc1cc(C)c2nc(N3CCC(C(=O)NCCCN4CCCCC4)CC3)sc2c1
  0% | 9% | ?
CC1=C(c2ccc(C)c(C)c2)S(=O)(=O)N(Cc2ccc(C(=O)NC(C)c3ccccc3)cc2)C1=O (stereo not given)
  10% | . | -28%
Cc1cccc(C)c1NC(=O)C(c1ccc([N+](=O)[O-])cc1)N(C)C(=O)c1ccccn1 (stereo not given)
  5% | -13% | 3.3µM*
Cc1ccc(-c2csc(N3CCC[C@@H]3C(=O)NCCn3c(-c4ccncc4)nc4ccccc43)n2)cc1
  . | 3% | 13µM*
CCC(Sc1nnnn1C)C(=O)Nc1ccc(C(C)=O)cc1 (stereo not given)
  5% | 5% | -12%
Nn1c(SCc2ccccc2)nc2ccccc21
  . | 4% | 1%
Cc1ccc(CN(C(=O)c2ccccc2Br)C2CCS(=O)(=O)C2)o1 (stereo not given)
  7% | . | ?
O=C(NCCCn1ccnc1)c1ccc(N2CCCCC2)c([N+](=O)[O-])c1
  7% | 3% | ?
COc1cc(/C=C/c2cccc[n+]2C)ccc1OCC(=O)Nc1ccccc1
  . | -13% | -20%
Cc1cc(C(=O)O)ccc1-n1c(C)cc(C=C2C(=O)c3ccccc3C2=O)c1C
  . | -7% | ?
CN(C)S(=O)(=O)c1ccc2c(c1)nnn2CCNC(=O)Nc1ccc(Cl)cc1
  -1% | . | -12%
Cc1nnc(N2C(=O)c3oc4ccccc4c(=O)c3C2c2ccco2)s1 (stereo not given)
  . | -14% | -7%
O=C(C1CC1)N1CCN=C1SCc1ccc(F)cc1
  -3% | 10% | -5%
COc1cccc(NC(=O)CSC2=Nc3ccccc3C3=NC(CC(=O)NCCc4ccccc4)C(=O)N23)c1 (stereo not given)
  1% | . | -8%
CC(=O)OC[C@H]1O[C@@H](O/N=C\[C@@H](C)[C@H](OCc2ccccc2)C(C)C)[C@H](OC(C)=O)[C@@H](OC(C)=O)[C@H]1OC(C)=O
  2%[21 µM] | 17%[12.8 µM] | .
Cc1nnc(NC(=O)Cn2c(=O)sc3ccccc32)s1
  8% | -2% | -4%
O=C(Cn1nnc(-c2ccccc2)n1)NNC(=O)c1cccc([N+](=O)[O-])c1
  0% | 0% | -6%
CN(CC(=O)Nc1cccc(F)c1)C(=O)CCc1nc2cc(S(=O)(=O)N3CCOCC3)ccc2n1C
  1% | -1% | -2%
O=C1/C(=C\c2ccccc2Cl)SC(=S)N1CCC(=O)N1CCCc2ccccc21
  4% | 2% | 15µM*
CCOC(=O)N1CCC(NC(=O)CCc2nc(-c3ccccc3F)no2)CC1
  6% | -21% | ?
CCCNC(=O)C1Cc2cc(S(=O)(=O)N3CCCCCC3)ccc2N1C(C)=O (stereo not given)
  -1% | . | -12%
Cc1c(C=O)c2ccccc2n1CC(=O)N1CCc2ccccc2C1
  8% | 8% | ?
CC(C)CCNC(=O)C(c1ccco1)N(Cc1ccccc1)C(=O)c1snc(C(N)=O)c1N (stereo not given)
  5% | 11% | -17%
O=[N+]([O-])c1cc(Cl)ccc1Nc1ccccc1
  13% | -3% | 1%
CN(C(=O)CSc1nnc(Nc2ccccc2F)s1)C1CCS(=O)(=O)C1 (stereo not given)
  0% | . | -4%
Cc1cc([N+](=O)[O-])ccc1NC(=O)CSc1nncn1-c1cccnc1
  0% | 1% | -23%
Cc1ccc(S(=O)(=O)c2cn(Cc3ccc(F)cc3)c3cc(F)c(F)cc3c2=O)cc1
  6% | . | 1%
CCS(=O)(=O)N1CCC(N2CCC(C)CC2)CC1
  . | -1% | 5%
Cc1[nH]c2ccccc2c1C(=O)C(C)Sc1nnc(C2CC2)o1 (stereo not given)
  1% | . | ?
C/C(=N\NC(=O)c1ccc2ccccc2c1)c1cccnc1
  2% | -1% | 5%
Cc1ccc(C(=O)NCCCc2ccccc2)c(Cl)c1
  . | -5% | 8%
CCOc1cc(N2CCOCC2)c(OCC)cc1NC(=O)COC(=O)c1cccc2ccccc12
  3% | 4% | -28%
O=C(CCC(=O)N1CCOc2ccccc21)Nc1ccc(F)cc1F
  . | -2% | ?
Nc1nc(-c2cc(O)ccc2[N+](=O)[O-])cc(-c2ccccc2)c1[N+](=O)[O-]
  -10% | 0% | 8.2µM*
Cc1cccc(OCCNc2cc(N3CCN(C)CC3)ccc2[N+](=O)[O-])c1
  7% | ? | 23µM*

Among those listed so far, four have an NH in an aromatic ring:
Second line of a record – TDP1 inh | N370S GC | TDP1 cell noCPT
Cc1ccc(NC(=O)CCNS(=O)(=O)c2ccc3[nH]c(=O)oc3c2)cc1F
  -2% | -25% | -2%
COc1ccc(-c2nc(SCC(=O)Nc3ccccc3)c(-c3ccc(F)cc3)[nH]2)cc1OC
  2%[12.3 µM] | . | ?
CCCn1c(SCC(=O)NC(=O)Nc2ccc(C)cc2C)n[nH]c1=O
  4% | 13%[2.35 µM] | 0%
Cc1[nH]c2ccccc2c1C(=O)C(C)Sc1nnc(C2CC2)o1 (stereo not given)
  1% | . | ?
